KDM4E inh: JMJD2E (human) inhibition. B2RXH2. JMJD2E catalytic domain, FDH-coupled NADH fluorescence (FDH is formaldehyde dehydrogenase). Potency, µM (highest dose often 57.1 µM), for the others: top-dose activity change, negative = inhibition, most hits filed as inhibitors. hit rate 1.6% among 230,000; active means well fitted inhibition curve with a large enough effect, not every such curve was filed as active; inconclusive means small, poorly fitted or top-dose-only effect, or another doubt; inactive means no such curve, though single readings can be large or run the other way;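 further: 0% = wells with enzyme and -100% = buffer wells without enzyme; nearly all actives have a fitted effect of over 50% in size; many of its hits are not listed in these tables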
Target sequence (B2RXH2 1-337 limits assumed): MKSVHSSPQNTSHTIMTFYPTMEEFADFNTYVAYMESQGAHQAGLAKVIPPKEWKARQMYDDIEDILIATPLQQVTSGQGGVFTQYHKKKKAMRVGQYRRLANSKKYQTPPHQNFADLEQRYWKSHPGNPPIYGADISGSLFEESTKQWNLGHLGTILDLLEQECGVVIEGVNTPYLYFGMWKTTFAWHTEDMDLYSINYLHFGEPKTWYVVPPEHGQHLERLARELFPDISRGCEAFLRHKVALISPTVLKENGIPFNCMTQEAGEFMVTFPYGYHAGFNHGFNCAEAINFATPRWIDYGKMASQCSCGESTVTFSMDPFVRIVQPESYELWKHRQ
Tau fibril FP: blocks human tau fibril formation measured by polarization; K18 P301L tau heparin fibrillization, Alexa594 FP, 6 h; Potency, µM (top dose mostly 57.7 µM), without a hit: top-dose activity, negative = inhibition, hits mostly inhibitors; hit rate 0.39% among 280,000; AID 1468; further: nearly all actives have a fitted effect of over 55% in size
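Read-out: fluorescence polarization of Alexa 594-labeled tau (0.24 uM), 555 nm excitation, 632 nm emission. Mixtures held 15 uM unlabeled K18 P301L, compound and 20 uM heparin, pH 7 acetate buffer, incubated 6 hr at 37 C.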
RGS12 GoLoco inh: blocks human Gai1 binding to RGS12 GoLoco peptide, red readout; P63096; hit rate 0.44% among 230,000; Gai1:RGS12 GoLoco peptide FP, rhodamine, 10 min; Potency, µM (doses to about 61.6 µM), for inactives: at the highest dose activity, negative = inhibition, usual class: inhibitors; active means well fitted inhibition curve with a large enough effect, not every such curve was filed as active; inactive means no such curve, though single readings can be large or run the other way; further: nearly all actives have a fitted effect of over 30% in size; many of its hits are not listed in these tables
TexasRed fluor: alters Texas Red total fluorescence, flagging assay interference | TRb/SRC2 Texas Red total fluorescence interference | AID 1479 | Potency, µM (top dose mostly 106 µM), for inactives: at the highest dose fluorescence change, negative = quenching | hit rate 0.29% among 280,000; active means well fitted curve in either direction with a large enough effect; inconclusive means small, poorly fitted or top-dose-only effect
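Human TRβ ligand-binding domain (0.6 uM) and Texas Red SRC2 peptide (20 nM) in Tris buffer with 1 uM T3 and 5% DMSO were incubated with pinned compound for 5 hr at ambient temperature. Total fluorescence was computed as S + 2P (555/632 nm).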
Tau ThT inhib: blocks human tau fibril formation measured by thioflavin T; recombinant tau K18 P301L (four-repeat tau fragment), heparin-induced fibrillization, ThT fluorescence; hit rate 2.1% among 270,000; AID 1460; P10636; Potency, µM (highest dose often 57.4 µM), inactives show top-dose activity, negative = inhibition, most hits filed as inhibitors; further: nearly all actives have a fitted effect of over 55% in size
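Aggregation was driven by heparin (20 uM final) acting on recombinant tau […] bearing P301L in 100 mM sodium acetate pH 7; fibrils were detected with Thioflavin T.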
L3MBTL1 inh: inhibitors of human L3MBTL1; hit rate 0.66% among 230,000; AlphaScreen L3MBTL1–H3K9me1 peptide binding; Potency, µM (top dose mostly 57.1 µM), without a hit: at the highest dose activity, negative = inhibition, actives largely listed as inhibitors; further: nearly all actives have a fitted effect of over 60% in size
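AlphaScreen proximity signal between nickel-chelate acceptor and streptavidin donor beads (final 10 ug/mL) reports binding of 50 nM L3MBTL1 to 75 nM biotin-H3 K9me1 peptide; complex incubated with compounds 30 min at room temperature; cefsulodin titration as control.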
TRb SRC2 PPI: inhibitors of human thyroid hormone receptor beta-SRC2 interaction; hit rate 0.065% among 280,000; Potency, µM (titrated, usually from 106 µM), without a hit: top-dose activity change, negative = inhibition, usual class: inhibitors; AID 1469; TRbeta-SRC2 peptide binding, fluorescence polarization; receptor liganded with 1 µM T3;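 further: plate controls were bound peptide for no effect and peptide without receptor for full effect; nearly all actives have a fitted effect of over 50% in size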
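Decrease in fluorescence polarization of 20 nM Texas Red SRC2 coactivator peptide flagged inhibition of its binding to 0.6 uM TRb LBD; 1 uM T3 included, incubation 5 hr, ex 555/em 632 nm.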
RECQ1 helicase: blocks DNA unwinding by human RECQ1; P46063; RECQ1 DNA unwinding, red fluorescence kinetic read; Potency, µM (highest dose often 57.3 µM), without a hit: at the top dose activity, negative = inhibition, hits mostly inhibitors; hit rate 0.54% among 240,000; AID 2549;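 further: plate controls were vehicle for no effect and no enzyme for full effect; nearly all actives have a fitted effect of over 30% in size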
Target sequence (P46063 whole entry, looked up): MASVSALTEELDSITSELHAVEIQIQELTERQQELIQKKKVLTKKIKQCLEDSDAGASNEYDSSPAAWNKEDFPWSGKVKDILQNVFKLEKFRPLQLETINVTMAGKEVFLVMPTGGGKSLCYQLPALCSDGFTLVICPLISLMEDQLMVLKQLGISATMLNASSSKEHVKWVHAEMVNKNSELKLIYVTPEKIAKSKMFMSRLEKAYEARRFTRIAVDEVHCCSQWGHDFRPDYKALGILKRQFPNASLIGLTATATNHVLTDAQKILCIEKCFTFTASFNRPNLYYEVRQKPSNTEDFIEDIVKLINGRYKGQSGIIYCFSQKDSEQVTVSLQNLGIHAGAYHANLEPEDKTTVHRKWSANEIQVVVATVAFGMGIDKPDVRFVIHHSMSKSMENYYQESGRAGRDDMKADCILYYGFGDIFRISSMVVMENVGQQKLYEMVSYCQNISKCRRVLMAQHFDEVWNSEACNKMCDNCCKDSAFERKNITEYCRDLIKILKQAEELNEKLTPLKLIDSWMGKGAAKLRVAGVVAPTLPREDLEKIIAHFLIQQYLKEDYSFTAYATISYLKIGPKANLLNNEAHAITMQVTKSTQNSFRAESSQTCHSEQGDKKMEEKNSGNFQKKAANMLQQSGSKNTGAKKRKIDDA
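50 nM RECQ1T1 preincubated 15 min with compound in Tris pH 8.0 buffer with MgCl2, DTT, Tween-20 and 2.5 ug/ml poly(dI-dC); started with 200 nM TAMRA/BHQ-2 forked duplex and 2 mM ATP. Unwinding read as fluorescence (525/598 nm), two reads 2 h apart.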
The depositor's hits bear a star; i = inactive; ? = inconclusive; . = not tested or not shown; [ ] = remark or other dose. Unless noted, the call rests on the fitted dose curve; in most records, active means well fitted curve in the direction sought with a large enough effect; inconclusive means small, poorly fitted or top-dose-only effect, or another doubt; inactive means no such curve, though single readings can be large; an effect the other way counts as inactive or inconclusive. Unless noted, on the % scale 0 is the no-effect control and ±100 the full control effect; potency means the concentration at half of the fitted maximal effect.

Screens in order – TexasRed fluor | KDM4E inh | TRb SRC2 PPI | Tau ThT inhib | RECQ1 helicase | RGS12 GoLoco inh | Tau fibril FP | L3MBTL1 inh
- O=C(CCC1(C(=O)O)CCC(=O)NC1)NCc1ccccc1 (stereo not given)
  -3% | -6% | -3% | -7% | i | 2% | -1% | -1%
- CN(C)C(/C=C/Nc1ccccc1F)=C(C#N)C#N
  1% | -3% | 8% | -10% | -5% | 0% | 1% | -6%
- O=C(Nc1cccc(-c2cn3c(n2)SCC3)c1)c1ccc2ccccc2n1
  -1% | -18% | 7% | ? | -23% | 13% | 2% | ?
- COc1ccc(CCNC(=O)CN(c2cccc([N+](=O)[O-])c2)S(C)(=O)=O)cc1
  -2% | 10% | 0% | -2% | i | 11% | -1% | 4%
- CC(C)Oc1ccc(CSc2ncn[nH]2)cc1
  -4% | -6% | -2% | -13% | -2% | 7% | -11% | 5%
- O=c1[nH]c(CN2CCN(c3ccccc3Cl)CC2)nc2ccsc12
  2% | 4% | 0% | -12% | i | -1% | 1% | 1%
- COc1ccc(/C=N/NC(=O)c2cc(-c3ccccc3OC)nc3ccccc23)cc1COC(C)=O
  1% | ? | 11% | -14% | i | -1% | -5% | -9%
- CSCCCNC(=S)N1CCc2ccccc2C1
  -1% | 8% | -7% | 1% | 4% | 8% | 2% | -6%
- O=C(O)CC(=O)Nc1ccc(Oc2ccc(C(F)(F)F)cn2)c(Cl)c1
  2% | 12% | -4% | -11% | 0% | -4% | -7% | 15%
- Cn1nnc2ccccc2c1=O
  1% | -6% | -6% | -10% | -4% | 2% | -5% | 1%
- Cc1ccc(CNC(=O)c2ccc(Cn3c(=O)c4ccccc4n(CC(=O)Nc4ccc(C)cc4C)c3=O)cc2)cc1
  -1% | . | -2% | 2% | . | . | ? | .
- O=C(CSc1ncn[nH]1)Nc1cccc(S(=O)(=O)N2CCCCCC2)c1
  1%[53 µM] | -6% | 3%[53 µM] | 2% | 1% | -2% | -4% | -4%
- COc1ccccc1C(C[N+](=O)[O-])c1c[nH]c2ccccc12 (stereo not given)
  0% | -8% | -1% | -7% | -8% | -2% | ? | -10%
- Cc1ccnc(NC(=O)CCC(=O)N(CC(=O)NC(C)(C)C)C2CCCC2)c1
  0% | 3% | -1% | -1% | ? | 2% | -2% | .
- Cc1ccc(Cn2ccn(Cc3ccccc3C)c(=O)c2=O)cc1
  0% | . | -8% | -7% | . | . | -7% | .
- Cc1ccc(NC(=O)c2c(C)noc2-c2snnc2C)cc1
  -4% | -6% | 4% | -1% | 2% | 7% | -1% | 2%
- CCN1C(=O)CSc2ccc(C(=O)OC)cc21
  2% | -1% | -2% | 1% | 17% | 7% | 3% | -1%
- COc1cccc2c1C(=O)O/C2=C/c1ccc2c(c1)OCO2
  0% | ? | 0% | ? | i | 7% | -13% | .
- O=C(NC(=S)NC1CC1)c1cccnc1
  -1% | 2% | 12% | -5% | -2% | 24% | -5% | -9%
- Cc1cccc(OCC(=O)Nc2cc(C)on2)c1
  -1% | 2% | -9% | -6% | i | 5% | 4% | 2%

A different layout for some results above.
O=C(Nc1cccc(-c2cn3c(n2)SCC3)c1)c1ccc2ccccc2n1
  TexasRed fluor: -1% | KDM4E inh: -18% | TRb SRC2 PPI: 7% | Tau ThT inhib: ? | RECQ1 helicase: -23% | RGS12 GoLoco inh: 13% | Tau fibril FP: 2% | L3MBTL1 inh: ?
COc1ccc(CCNC(=O)CN(c2cccc([N+](=O)[O-])c2)S(C)(=O)=O)cc1
  TexasRed fluor: -2% | KDM4E inh: 10% | TRb SRC2 PPI: 0% | Tau ThT inhib: -2% | RECQ1 helicase: i | RGS12 GoLoco inh: 11% | Tau fibril FP: -1% | L3MBTL1 inh: 4%

The main list resumes with the 7 entries that preceded the break.
Screens in order – TexasRed fluor | KDM4E inh | TRb SRC2 PPI | Tau ThT inhib | RECQ1 helicase | RGS12 GoLoco inh | Tau fibril FP | L3MBTL1 inh
- Cc1ccnc(NC(=O)CCC(=O)N(CC(=O)NC(C)(C)C)C2CCCC2)c1
  0% | 3% | -1% | -1% | ? | 2% | -2% | .
- Cc1ccc(Cn2ccn(Cc3ccccc3C)c(=O)c2=O)cc1
  0% | . | -8% | -7% | . | . | -7% | .
- Cc1ccc(NC(=O)c2c(C)noc2-c2snnc2C)cc1
  -4% | -6% | 4% | -1% | 2% | 7% | -1% | 2%
- CCN1C(=O)CSc2ccc(C(=O)OC)cc21
  2% | -1% | -2% | 1% | 17% | 7% | 3% | -1%
- COc1cccc2c1C(=O)O/C2=C/c1ccc2c(c1)OCO2
  0% | ? | 0% | ? | i | 7% | -13% | .
- O=C(NC(=S)NC1CC1)c1cccnc1
  -1% | 2% | 12% | -5% | -2% | 24% | -5% | -9%
- Cc1cccc(OCC(=O)Nc2cc(C)on2)c1
  -1% | 2% | -9% | -6% | i | 5% | 4% | 2%
- O=C(O)c1cc(/C=C/C(=O)c2cc(F)ccc2O)c2c(c1)COCO2
  -6% | -30% | -3% | . | -16% | 7% | 3% | .
- COc1cc(/C=N/NC(=O)C(C)n2nnc3ccccc32)ccc1O (stereo not given)
  -2% | -11% | -19% | -8% | i | 1% | -4% | .
- COc1ccccc1NC(=O)Nc1cccnc1
  0%[53 µM] | 4% | 2%[53 µM] | 10% | -4% | 3% | -2% | -16%
- Cc1ccc(NC(=O)C2CCCN2S(=O)(=O)c2cccc3cccnc23)cc1C (stereo not given)
  -25% | . | -1% | ? | . | . | -2% | .
- CCOc1cccc(-c2nnc(SCC(=O)Nc3cc(OC)cc(OC)c3)n2N)c1
  -1% | 2% | -5% | -6% | -5% | 7% | -12% | -4%
- COc1ccc(C2c3c(n(C)c4ccccc34)C(=O)N2CC(=O)Nc2ccc(F)cc2)cc1 (stereo not given)
  2% | . | -8% | 8% | . | . | -8% | .
- CC(C)CC(NC(N)=O)C(=O)OCC(=O)N(Cc1ccccc1)Cc1ccccc1 (stereo not given)
  -5% | -4% | 1% | -3% | -1% | 8% | -12% | .
- Cc1c(N2C(=O)CSC2c2ccc([N+](=O)[O-])cc2)c(=O)n(-c2ccccc2)n1C (stereo not given)
  -4% | -3% | 8% | -14% | 4% | 13% | -4% | 5%
- NC(=O)CC[C@@H]1NC(=O)[C@@H]2CCCN2C(=O)c2cc([N+](=O)[O-])cc(F)c2NCCC[C@@H](C(N)=O)NC1=O
  -1% | -8% | 4% | -5% | -12% | 1% | 1% | -1%
- Cc1nn(Cc2ccc(F)cc2)c(C)c1NC(=O)c1cc2ncc(Br)cn2n1
  -2% | 2% | 3% | -6% | -11% | -3% | 2% | -19%
- CCCCC/C=C\C/C=C\CCCCCCCCCC(=O)NCCCC(=O)O
  -1% | -4% | 0% | 0% | 0% | 2% | -2% | .
- CCn1c2ccccc2c2nnc(SCC(=O)Nc3ccccc3OC)nc21
  -2% | . | 2% | ? | . | . | -9% | .
- COc1ccc2c(c1)c(C(=O)CN1CCN(C(=O)c3ccco3)CC1)c(C)n2C
  1% | -8% | -3% | -4% | i | 2% | -1% | 1%
- CCN(CC)CCCn1c(=S)[nH]c2cc(OC)c(OC)cc2c1=O
  0% | -2% | 2% | -7% | 7% | 8% | -1% | .
- Cc1ccc(S(=O)(=O)N(C)c2ccc3ccccc3c2)cc1
  -8% | -6% | -2% | -12% | -6% | -21% | -10% | 14%
- Nc1cc(S(=O)(=O)Nc2ccc(Br)cc2)ccc1Cl
  -4% | -2% | 6% | -1% | -14% | 0% | ? | 14%
- O=C(O)CCCNc1cc(N2CCN(C3CCCCC3)CC2)c2noc3c2c1C(=O)c1ccccc1-3
  40µM*[fluorescent] | . | -22% | 8.9µM* | . | . | ? | .
- COc1ccc(CCNC(=O)C2CCN(S(C)(=O)=O)CC2)cc1
  1% | -5% | 17% | 12% | -8% | -7% | 2% | .
- Cc1noc(C)c1C(=O)Nc1ccc(Cl)cc1C(F)(F)F
  -1% | -1% | 2% | -2% | i | 2% | -1% | 7%
- Cc1ccccc1NC(=O)c1cccc(S(=O)(=O)Oc2ccc([N+](=O)[O-])cc2)c1
  -3% | -7% | -1% | -8% | i | 6% | 15% | -7%

Continued:
Screens in order – TexasRed fluor | KDM4E inh | TRb SRC2 PPI | Tau ThT inhib | RECQ1 helicase | RGS12 GoLoco inh | Tau fibril FP | L3MBTL1 inh
- C/C(=N\NC(=S)NCc1ccccc1)c1cccs1
  0% | 5% | -7% | 2% | -14% | 10% | 0% | -6%
- CSC1CCCCC1(O)CSc1nc2ccccc2o1 (stereo not given)
  1% | -4% | -12% | -14% | -7% | 17% | 7% | -15%[11.4 µM]
- CC(C)C(=O)N1CCc2cc(-c3csc(N)n3)ccc21
  7% | -18% | 11% | ? | 10% | 37%[activator] | -14% | .
- CCCN(C(=O)CSc1cc(-c2ccccc2)c2ccc(OC)cc2n1)C1CCS(=O)(=O)C1 (stereo not given)
  1% | ? | 2% | ? | -7% | . | 5% | -7%
- O=S(=O)(c1ccc(NCCc2c[nH]c3ccccc23)nc1)N1CCOCC1
  0% | -4% | 10% | 0% | -9% | 2% | 8% | -3%
- Cc1ccc(C(C(=O)NC(C)(C)C)N(CCCN2CCOCC2)C(=O)c2ccc(-c3ccccc3)[nH]2)o1 (stereo not given)
  0% | 9% | 4% | 5% | i | 4% | 3% | 5%

Single entries from the entries so far.
TexasRed fluor, COc1ccc(C2c3c(n(C)c4ccccc34)C(=O)N2CC(=O)Nc2ccc(F)cc2)cc1 (stereo not given) : 2%
RGS12 GoLoco inh, CSCCCNC(=S)N1CCc2ccccc2C1 : 8%
Tau ThT inhib, Cc1ccc(Cn2ccn(Cc3ccccc3C)c(=O)c2=O)cc1 : -7%
Tau ThT inhib, Cc1ccc(CNC(=O)c2ccc(Cn3c(=O)c4ccccc4n(CC(=O)Nc4ccc(C)cc4C)c3=O)cc2)cc1 : 2%

Source: PubChem

An excerpt, so the mix of outcomes need not match the whole.
